# From PubChem
# PKA-R1A act – activates the PKA-R1A holoenzyme complex; 0.083% of 340,000 active; activation, % at 11.4 µM; P00514+P68181; AID 504707; PKA-R1A dissociation, Cy5-IP20 fluorescence polarization; scaled: DMSO 0%, 113 µM cGMP 100%;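 active means percent activation above the mean of all tested compounds plus 3 SD, cut at about 19% in these data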;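 further: higher means more PKAc released from R1A so a rise in polarization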
# PfHsp90 set2 – reduces growth (ATP signal) of yeast expressing P. falciparum Hsp90; 0.32% of 310,000 active; inhibition, % at 9.4 µM; S. cerevisiae expressing PfHsp90, BacTiter-Glo ATP, 48 h; yeast lacking PDR1 and PDR3 efflux regulators; AID 504621;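 active means every replicate shows inhibition above about 80%, whatever the replicate mean, limit read from the data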;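 further: 0% = DMSO neutral controls and 100% = 20 µM radicicol positive controls; yeast relying on Plasmodium falciparum Hsp90 in place of its own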
# Ecoli viability – reduces bacterial viability in AddAB counter-screen. E. coli V3065 growth, OD600 absorbance, 18 h. inhibition, % at 11.9 µM. 0.27% of 330,000 active. AID 449728;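 active means inhibition above the campaign's mean inhibition across all tested compounds plus 3 SD, cut at about 9.9% in these data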;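 further: uninfected addAB+ strain grown without phage in ampicillin broth; 0% = DMSO wells and 100% = ciprofloxacin 0.95 µg/ml wells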
# PKA-R2B act – activates the human PKA-R2B holoenzyme complex; activation, % at 11.4 µM; P22694+P31323; 0.079% of 340,000 active; PKA-R2B holoenzyme dissociation, Cy5-IP20 fluorescence polarization; R2B truncated from residue 108, S112A mutant; 0% DMSO only, 100% 113 µM cGMP;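 active means activation above a cutoff set at the mean over all compounds plus 3 SD, cut at about 18% in these data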;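 further: higher means more holoenzyme dissociation and a rise in polarization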
# Tat export inh – inhibitors of E. coli Tat protein transport; E. coli MC4100 TorA-mCherry Tat export, fluorescence; inhibition, % at 10 µM; 0.036% of 340,000 active; AID 488895;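 active means mean replicate inhibition at least 50% and at least half of replicates individually reaching 50%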;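 further: exported cargo escapes ClpAP degradation while cytoplasmic cargo is degraded and loses fluorescence; 0% = median of neutral control wells and 100% = median of NaSCN control wells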
# AddAB inh – less growth of phage-infected E. coli with AddAB; E. coli expressing H. pylori AddAB, absorbance growth; inhibition, % at 11.9 µM; 0.29% of 330,000 active; in the data active means inhibition above about 12%;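 further: 0% = vehicle wells of infected cells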
# phage Ecoli inh – E. coli growth loss with phage present. growth absorbance. inhibition, % at 11.9 µM. AID 651602. 0.26% of 360,000 active; in the data active means inhibition above about 11%
# MOR-DOR inv ag – mu-delta opioid heterodimer inverse agonism. P35372+P41143. cell-based MOR-DOR heterodimer luminescence. inhibition, % at 9.3 µM. 0.21% of 340,000 active. AID 504357; in the data active means inhibition above about 22%, passing the limit was not always enough;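 further: 0% = cells with DMSO and 100% = wells without cells with DMSO; values of inactives mirror those of a sister screen read the other way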
# Target sequence (P35372 whole entry, looked up): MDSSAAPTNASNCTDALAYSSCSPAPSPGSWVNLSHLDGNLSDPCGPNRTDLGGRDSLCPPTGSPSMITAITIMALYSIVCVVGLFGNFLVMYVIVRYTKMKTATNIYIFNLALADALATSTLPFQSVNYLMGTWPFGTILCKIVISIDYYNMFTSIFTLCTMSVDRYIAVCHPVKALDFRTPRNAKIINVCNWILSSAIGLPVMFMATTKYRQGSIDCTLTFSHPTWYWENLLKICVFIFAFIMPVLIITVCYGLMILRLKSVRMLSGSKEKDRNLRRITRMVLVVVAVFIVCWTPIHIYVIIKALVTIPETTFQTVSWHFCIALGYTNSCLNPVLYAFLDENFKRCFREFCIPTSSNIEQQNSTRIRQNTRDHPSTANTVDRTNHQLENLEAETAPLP
# Target sequence (P41143 whole entry, looked up): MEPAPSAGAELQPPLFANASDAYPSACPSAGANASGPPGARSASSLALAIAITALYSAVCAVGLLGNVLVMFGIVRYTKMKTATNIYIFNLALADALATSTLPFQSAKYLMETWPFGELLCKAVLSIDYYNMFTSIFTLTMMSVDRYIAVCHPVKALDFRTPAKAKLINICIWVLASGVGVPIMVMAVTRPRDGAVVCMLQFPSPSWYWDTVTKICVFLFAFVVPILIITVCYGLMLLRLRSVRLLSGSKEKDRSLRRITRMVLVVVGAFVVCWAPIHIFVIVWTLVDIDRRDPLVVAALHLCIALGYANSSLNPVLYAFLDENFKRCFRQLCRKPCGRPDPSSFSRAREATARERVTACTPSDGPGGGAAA
# Mot1-301 SUMO – inhibitors of SUMOylation pathway: yeast Mot1-301 growth rescue | S. cerevisiae Mot1-301 growth rescue, ATP luminescence, 38.5C; percent above DMSO median, 100 means doubled | growth rescue, % at 18.8 µM | 1% of 320,000 active;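 active means every valid replicate shows activation above 250% relative to neutral control wells; inactive means the rest, any valid replicate at or below 250%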;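 further: OY570 slx delta 5 strain wells were the positive control but not used for scaling; some compounds called inactive have numbers as strong as hits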
# HTR5A inv ag – inverse agonist of human HTR5A in OPRM1-OPRD1 counter-screen; AID 504634; P47898; HTR5A cell line, luminescence, inverse agonism; inhibition, % at 9.3 µM; 0.083% of 340,000 active; in the data active means inhibition mostly above about 23%, no sharp cut-off; inactive means mostly below about 18%;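 further: 0% = cells with DMSO and 100% = no-cell wells with DMSO; some compounds called inactive have numbers as strong as hits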
# OPRM1-OPRD1 ag – OPRM1-OPRD1 heterodimerization agonism. 0.3% of 340,000 active. cells, luminescence. activation, % at 9.3 µM. AID 504326. P35372+P41143; in the data active means activation above about 18%;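 further: 0% = vehicle-treated cells and 100% = reference agonist; values of inactives mirror those of a sister screen read the other way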
# Numbers without * were called inactive; / = not tested or not shown.
SMILES,PKA-R1A act,PfHsp90 set2,Ecoli viability,PKA-R2B act,Tat export inh,AddAB inh,phage Ecoli inh,MOR-DOR inv ag,Mot1-301 SUMO,HTR5A inv ag,OPRM1-OPRD1 ag
COc1cccc(NC(=O)CN(C)C(C)C(=O)Nc2ccc(S(=O)(=O)N3CCOCC3)cc2)c1 (stereo unspecified),-11,10,-0.6,-8,18,0.0,2.1,8,-20,5,-1.5
CCOc1ccc(NC(=O)CNC(=O)c2cccs2)cc1,-12,-8,-0.5,-3,0,0.0,3.5,15,4,4,-2.9
Cc1sc(NC(=O)C(C)C)c(C(=O)Nc2ccccc2)c1C,-5,13,-0.5,3,1,0.9,2.6,9,10,3,-1.6
COc1cc(C2C(C#N)=C(N)N(Nc3ccccc3)C3=C2C(=O)CC(C)(C)C3)ccc1OCc1cccc(F)c1 (stereo unspecified),-2,-15,-1.0,5,-5,3.9,4.4,6,-5,6,-1.1
Cc1ccc(S(=O)(=O)C2(C(=O)Nc3cccc(F)c3)CC2)cc1,-9,13,-1.0,6,1,1.2,4.7,10,5,-21,-1.8
COc1ccc(N2CCN(C(=O)CSc3nnc4n3C(C)(C)Cc3ccccc3-4)CC2)cc1,-10,3,-0.9,1,0,4.5,2.2,10,-10,-21,-1.9
Cc1ccc(S(=O)(=O)n2cc(-c3ccccc3)c3ccccc32)cc1,7,-10,0.9,8,-20,1.1,-1.6,11,-23,1,-2.1
COc1c(C)cc(NC(=O)c2ccc3c(c2)NC(=O)CO3)cc1C,-5,/,-1.5,12,-6,-0.4,0.7,12,122,23,-2.3
Nc1nonc1-n1nnc(C(=O)N/N=C/c2cccc(Cl)c2)c1-c1ccc2c(c1)OCO2,3,-4,1.4,0,3,2.4,0.5,8,4,16,-1.6
Cc1ccc(NC(=O)c2ccc3snnc3c2)cc1,-14,25,2.4,-1,10,2.7,0.5,7,/,12,-1.2
Cc1ccc(-c2nn(CC(=O)N3CCOCC3)c(=O)c3ccccc23)cc1S(=O)(=O)N(C)C,-7,9,4.2,1,5,2.4,0.3,-1,5,-2,0.1
COc1cc(C(=O)NC(=S)Nc2ccccc2N2CCOCC2)cc(OC)c1OC,-16,-4,0.1,1,6,-1.7,0.3,5,8,-1,-1.6
COc1ccc(NC(=S)N/N=C2/CCCc3c(C)cc(C)cc32)cc1,-10,5,0.2,9,-1,0.5,1.4,5,150,-2,-1.0
CSCCC(C(=O)OCC(=O)c1ccc(C)c(C)c1)N1C(=O)c2ccccc2C1=O (stereo unspecified),-5,-3,1.9,12,-1,-1.4,1.9,-12,/,-6,2.3
C/C(=N/NC(=O)CN1CCN(S(=O)(=O)c2ccc(Br)cc2)CC1)c1cccnc1,14,9,0.1,-4,-5,4.8,1.8,-13,-14,-13,2.5
CC1(C)Cc2cccc(OCC(=O)NCc3ccc(F)cc3)c2O1,-1,20,0.5,-3,0,0.7,1.2,23,13,-5,-6.1
O=C(OCC(=O)c1c[nH]c2ccccc12)c1cncc(Br)c1,-7,-13,1.1,-2,-5,2.0,3.1,4,-10,6,-0.9
COc1cc(NC(=O)COC(=O)/C=C/c2ccc(O)c(OC)c2)cc(OC)c1,-14,-4,0.8,8,-1,0.1,4.0,5,-11,-8,-0.9
O=C(CSCCN1C(=O)c2ccccc2C1=O)Nc1ccc2ccccc2c1,-8,17,0.5,7,-2,2.0,2.0,-5,9,19,0.7
Cc1cc(-n2ccnc2)n2c(nc3ccccc32)c1C#N,-6,-5,1.2,-13,2,-1.4,1.8,5,-10,-6,-1.0
Cc1ccc(C(=O)NCC(=O)OCC(=O)NC(C)c2ccccc2)s1 (stereo unspecified),-2,9,-2.5,2,-3,4.2,2.0,7,-24,18,-1.4
O=C(Nc1nccs1)c1ccc(COc2ccccc2Br)o1,3,-29,-5.3,-2,7,-0.1,0.9,-13,10,9,2.3
Cc1cc(CN(C)C(=O)c2ccc(OC3CCN(Cc4ccccn4)CC3)cc2)on1,3,-10,0.2,1,-1,0.6,-0.6,-3,31,28,0.5
COc1ccc(N2CCN(C(=O)CCNS(=O)(=O)c3ccccc3)CC2)cc1,3,16,0.7,-4,3,1.9,3.8,16,169,-5,-2.9
COc1cc(CC(=O)Nc2nc(C)cs2)cc(OC)c1OC,-3,-4,-0.8,-8,-1,2.0,1.5,1,-10,10,-0.1
CCOc1ccc(OCC)c(-c2c(=O)n(OCc3ccccc3Br)c3ccccc3[n+]2[O-])c1,4,2,0.0,-7,12,1.9,1.2,-13,-11,-39,2.5
CC(=O)C[C@@H](O)CC(=O)[C@@H]1OC(=O)CC/C=C\Cc2ccccc21,-5,-15,2.5,-11,0,1.3,3.0,3,-4,-20,-0.6
COc1ccc(/C=C/C(=O)NCCSCc2ccco2)cc1OC,-10,4,-1.0,-10,-2,-1.5,3.0,15,-6,-11,-3.0
CCn1nnnc1NCc1ccc(OCc2ccc(F)cc2Cl)c(OC)c1,-9,-13,-2.5,-13,10,-0.8,1.1,-1,8,-2,0.1
O=C(c1ccc(N2CCOCC2)c([N+](=O)[O-])c1)N1CCN(Cc2ccccc2)CC1,-1,-13,-2.6,2,-3,0.6,1.4,7,-5,-7,-1.1
c1ccc(Nc2ccccn2)nc1,0,-41,-1.0,3,5,2.5,2.3,3,104,-5,-0.6
C#CCO[C@@H]1C[C@H](n2ccc(NC(=O)c3ccccc3)nc2=O)O[C@@H]1CO,12,-1,-2.7,0,-2,1.1,1.9,2,61,2,-0.5
CC(NC=O)c1nc2ccccc2n1CCc1ccccc1 (stereo unspecified),-12,-2,0.2,-14,-3,2.3,1.6,12,-10,-3,-2.4
CCOc1ccc(C(=O)NN2CCOCC2)cc1,4,11,-1.0,1,2,-2.7,0.1,19,1,16,-3.6
CCCCc1ccc(-c2ccc(Br)cc2)nc1,-18,-6,-2.1,-7,-3,-0.4,0.4,0,17,-4,0.0
CC1CC(C)CN(c2nc3c(c(=O)n(C)c(=O)n3C)n2CCSc2nc3ccccc3o2)C1 (stereo unspecified),-10,9,/,-5,-4,/,2.0,1,/,20,-0.1
COC(=O)c1ccc(NC(=O)CSc2ccccc2)cc1,-3,5,1.2,-6,-3,4.0,2.4,2,12,-15,-0.3
Cc1nc2nc(-c3cccnc3)[nH]n2c(=O)c1C,-13,29,0.7,-2,21,-2.1,1.7,19,2,13,-3.3
CCSCCOC(=O)C1=C(C)NC2=C(C(=O)CCC2)C1c1coc2ccccc2c1=O (stereo unspecified),-8,-1,1.5,-11,-6,3.0,2.4,6,-9,12,-1.4
C#CCCOC(=O)N1C2=NC(C(=O)OC)=C(C(=O)OC)[C@@H]3N(C)c4ccccc4[C@]23C[C@H]1C(=O)OC,-7,/,-0.3,5,-6,3.0,3.4,6,62,-3,-1.2
Cc1cccc(OCC(=O)OC2CCN(C)CC2)c1,-10,-5,-2.3,-3,2,0.6,1.8,-4,994,13,1.0
O=C(COC(=O)c1cccc(Br)c1)Nc1cccc2c1C(=O)c1ccccc1C2=O,5,-18,-0.3,2,2,-1.6,5.1,-40,-7,7,5.7
Cc1ccc(C(=O)CSc2nnc3c4ccccc4nc(Cc4ccccc4)n23)cc1,3,-25,2.0,-5,-1,-1.1,1.7,3,-12,2,-0.5
Cc1cc(OCC(F)(F)C(F)(F)C(F)(F)C(F)(F)C(F)(F)C(F)F)nc(N)n1,-11,/,1.0,-9,-6,4.7,6.0,-15,4,-3,2.6
Cc1cc(C)c(-c2noc(C(=O)OC(C)(C)C)c2C(=O)OC(C)(C)C)c(C)c1,-7,9,1.1,16,-2,4.2,1.9,-16,-5,-17,2.8
CN(C)c1ccc(/C=N/NC(=O)c2nnn(-c3nonc3N)c2CN(C)c2ccccc2)cc1,-4,-14,1.6,-1,-9,1.7,2.6,-27,8,-2,5.0
Cc1ccsc1/C=C/c1ccc2cccc(O)c2n1,-11,-14,-2.5,-17,-4,-4.5,3.3,-12,79,32*,2.8
CCOc1ccc(NC(=O)C(C)SC(N)=O)cc1 (stereo unspecified),-6,13,-0.6,-5,3,0.9,0.2,1,21,-7,-0.3
O=C1/C(=C/c2ccc(C(=O)O)cc2)CCC/C1=C\c1ccc(C(=O)O)cc1,2,6,-3.5,-7,-2,-2.4,1.0,12,8,19,-2.4
COc1cn(-c2ccccc2)nc1C(=O)OCC(=O)Nc1ccc(C)c(C)c1,8,-8,-0.5,5,-4,1.8,-0.8,7,182,-4,-1.6
COc1ccc(CN(C)C(=O)C2CCN(C(=O)Nc3ccccc3)CC2)cc1OC,10,/,-0.5,1,7,1.1,0.1,-2,-4,-39,0.5
Cc1ccc(C(=O)N/C(=C/c2ccc(-c3ccc(Br)cc3)o2)C(=O)NC2CCS(=O)(=O)C2)cc1 (stereo unspecified),-9,-13,0.9,3,-6,0.7,-0.9,7,1,13,-1.4
CCOC(=O)C1=C(C)NC(=O)C(C(N)=O)C12CCCCC2 (stereo unspecified),3,0,-3.9,4,-11,1.9,3.8,9,1,1,-1.6
